# From PubChem BioAssay
# p97 inhibitor: inhibitors of human p97 ATPase. recombinant p97 ATPase, Kinase-Glo ATP luminescence, 3 h. inhibition, % at 8 µM. 0.42% of 220,000 active; in the data active means inhibition above about 15%;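 further: 0% = DMSO vehicle and 100% = wells lacking enzyme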
# Target sequence (P55072 whole entry, looked up): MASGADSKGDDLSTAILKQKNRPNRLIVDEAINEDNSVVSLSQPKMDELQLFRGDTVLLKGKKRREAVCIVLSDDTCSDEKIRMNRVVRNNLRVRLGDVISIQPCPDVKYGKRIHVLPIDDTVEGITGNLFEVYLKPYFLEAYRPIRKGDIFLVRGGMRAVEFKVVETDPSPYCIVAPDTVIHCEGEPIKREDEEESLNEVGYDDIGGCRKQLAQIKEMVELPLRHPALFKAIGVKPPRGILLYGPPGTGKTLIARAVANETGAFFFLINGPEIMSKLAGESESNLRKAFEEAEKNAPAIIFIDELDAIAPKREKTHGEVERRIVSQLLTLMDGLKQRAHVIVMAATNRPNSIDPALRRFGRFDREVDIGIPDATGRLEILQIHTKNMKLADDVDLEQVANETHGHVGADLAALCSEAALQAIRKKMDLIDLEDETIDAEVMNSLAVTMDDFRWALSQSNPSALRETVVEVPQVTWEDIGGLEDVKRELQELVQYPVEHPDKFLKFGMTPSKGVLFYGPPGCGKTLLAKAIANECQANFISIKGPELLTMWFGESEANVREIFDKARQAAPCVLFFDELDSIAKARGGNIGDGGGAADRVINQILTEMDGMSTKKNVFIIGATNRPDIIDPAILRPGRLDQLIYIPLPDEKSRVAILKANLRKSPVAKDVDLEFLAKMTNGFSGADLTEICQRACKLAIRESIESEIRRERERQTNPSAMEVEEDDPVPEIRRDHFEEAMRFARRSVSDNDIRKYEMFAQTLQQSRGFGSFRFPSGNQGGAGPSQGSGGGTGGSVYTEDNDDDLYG
# NPY2 pot ag: human NPY-Y2 potentiation or agonism, primary screen; P49146; cells expressing NPY-Y2, potentiator/agonist read-out; activation, % at 3.6 µM; 0.45% of 220,000 active; AID 1359; in the data active means activation above about 27%;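 further: cells stimulated with NPY near EC25 plus isoproterenol at EC100; 0% = vehicle plus submaximal agonist and 100% = vehicle plus saturating agonist; some results beyond the cut were filed as inactive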
# Runt-CBFb FRET: inhibitors of human RUNX1 Runt domain binding to CBFb. Q01196+Q13951. Cerulean-Runt/Venus-CBFb FRET ratio 530/480, 1 h. inhibition, % at 20 µM. 0.46% of 220,000 active. AID 1496;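 active means inhibition over about 50% at 20 µM in the single-dose screen, limit read from the data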;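 further: 0% = DMSO wells and 100% = excess unlabeled CBFb competitor control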
#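 Buffer or medium: Tris pH 7.5 buffer with BSA. Assay system: Cerulean-labeled Runt domain protein. Amount: each fluorescent fusion protein 100 nM. Read-out basis: loss of energy transfer signal. Incubation: 1 h compound exposure, room temperature. Probe or stimulus: Venus-CBFb binding partner, 100 nM. Detection: FRET, excitation 422 nm, emission at 530 and 480 nm.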
# NPY1 pot ag: potentiators or agonists of human neuropeptide Y receptor Y1. P25929. activation, % at 3.6 µM. NPY-Y1 expressing cells, potentiator/agonist activation. 0.37% of 220,000 active. AID 1304; in the data active means activation above about 33%, passing the limit was not always enough;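 further: cells stimulated with NPY at EC10 then isoproterenol at EC100; 0% = low agonist plus stimulus and 100% = saturating agonist plus stimulus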
# Hck-Nef inh: blocks Nef-activated human Hck kinase | 0.68% of 220,000 active | inhibition, % at 20 µM | Recombinant Hck-YEEI plus Nef, Z-Lyte FRET kinase assay | P08631;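 active means Hck-Nef kinase inhibition above about 50%, limit read from the data; inactive means inhibition below that limit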;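 further: 0% = DMSO with Hck plus Nef and 100% = Hck alone without Nef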
# Mdm2 ligase inh: blocks human Mdm2 ubiquitin ligase activity | cell-based MDM2 ubiquitination luciferase reporter, 2 h; 0 = plate control, 100 = twice control, blank-subtracted | signal enhancement, % at 5 µM | Q00987 | 0.11% of 210,000 active;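 active means signal enhancement of 30% or more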;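 further: luminescence tracks abundance of the self-degrading MDM2-luciferase fusion protein; higher signal means inhibition of MDM2 E3 ligase activity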
#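 Timing – 2 h compound exposure at 37 °C · Assay system – mammalian cells stably expressing self-ubiquitinating, self-degrading MDM2 E3–luciferase fusion · Amount – 2000 cells seeded into each well · Measure – % luminescence enhancement versus blank-corrected plate control mean · Measured by – SteadyLite luminescence, 15 min reagent step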
# RBBP9 inh: blocks human serine hydrolase RBBP9. recombinant RBBP9, FP-Rh probe fluorescence polarization. 0.2% of 220,000 active. O75884. inhibition, % at 7.94 µM;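 active means inhibition above the campaign mean of all tested compounds plus 3 SD, cut at about 14% in these data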;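 further: plate controls were DMSO wells with RBBP9 for no effect and wells lacking RBBP9 protein for full effect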
# Target sequence (O75884 whole entry, looked up): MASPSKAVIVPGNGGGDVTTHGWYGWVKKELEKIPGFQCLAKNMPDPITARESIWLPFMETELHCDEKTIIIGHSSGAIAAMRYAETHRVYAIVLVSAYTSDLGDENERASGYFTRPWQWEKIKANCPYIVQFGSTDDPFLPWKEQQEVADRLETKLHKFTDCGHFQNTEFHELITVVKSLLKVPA
#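 system = RBBP9 protein | input = RBBP9 at 2.5 µM in dispensed solution, before mixing | measured by = fluorescence polarization (mP), excitation 525 nm, emission 598 nm | incubation = enzyme-compound preincubation 30 min, then probe labeling 45 min, 25 °C | buffer or medium = Tris-NaCl-Pluronic buffer, pH 8.0 | compound = single dose 7.94 µM | also added = FP-Rh probe, 375 nM dispensing solution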
# Runt-SMMHC FRET: blocks binding of human RUNX1 Runt domain to CBFb-SMMHC. Q01196+Q13951. Cerulean-Runt/Venus-CBFb-SMMHC FRET ratio 530/480, 1 h. inhibition, % at 20 µM. 0.74% of 220,000 active. AID 1434;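 active means mean inhibition across duplicate retests at 20 µM reaching about 50%, limit read from the data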;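 further: 0% = DMSO wells and 100% = wells with excess untagged CBFb-SMMHC; inhibitors lower the FRET ratio by blocking Runt binding to CBFb-SMMHC; some results filed as inactive read as strong as hits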
# NPY-Y1 antag: antagonists of human neuropeptide Y receptor Y1; inhibition, % at 3.6 µM; 1% of 200,000 active; HEK293-CNG Y1 cells, membrane potential fluorescence; NPY at EC95, then isoproterenol; P25929;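 active means inhibition above the campaign mean inhibition of all tested compounds plus 3 SD, cut at about 20% in these data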;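 further: 0% = DMSO wells given NPY plus isoproterenol and 100% = isoproterenol alone without NPY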
#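 material = HEK293 cells with Y1 receptor plus CNG channel | also added = NPY 25 nM then isoproterenol 1 µM plus Ro 20-1724 25 µM | schedule = dye 3 h, compound 60 min room temperature, stimulation 45 min | measured by = membrane potential fluorescence | benchmarks = high control isoproterenol alone, low control NPY with isoproterenol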
# An asterisk follows results filed as active; . = no result given.
SMILES,p97 inhibitor,NPY2 pot ag,Runt-CBFb FRET,NPY1 pot ag,Hck-Nef inh,Mdm2 ligase inh,RBBP9 inh,Runt-SMMHC FRET,NPY-Y1 antag
CCOC(=O)c1cc(C)sc1/N=C/C1=C(O)CCCC1=O,6,-2,7,-1,2,-17,-1,1,-2
C=CCNC(=O)CN1CCC(n2nnc3cc(C(F)(F)F)ccc32)CC1,5,4,-1,-4,23,-17,6,-1,2
CCC(=O)Nc1nnc(-c2ccncc2)s1,4,-4,-2,-12,2,-12,3,2,2
Cc1cc(=O)[nH]c(SCC(=O)c2c(N)n(C)c(=O)n(C)c2=O)n1,4,2,0,-8,7,-11,2,-1,7
O=C(N/C(=C/c1cccs1)C(=O)N1CCOCC1)c1cccs1,4,12,-1,7,9,10,-2,-3,-1
CCOc1ccc(N=C2Sc3nc4ccc(C)cc4cc3CN2CCOC)cc1,-2,4,27,1,-9,-6,-5,-2,5
COC(=O)C1=CNC=C(C(=O)OC)C1c1ccc(C(=O)OC)cc1,-3,1,28,-20,24,-2,-9,71*,2
COc1ccc(Cn2cc([N+](=O)[O-])nc2C)cc1[N+](=O)[O-],13,-1,-1,-5,22,-4,-2,2,.
O=S(=O)(c1ccc2nc(-c3ccco3)c(-c3ccco3)nc2c1)N1CCOCC1,10,-1,2,5,5,-12,4,-21,-3
CCNC(=O)Nc1cc(OC)c(OC)cc1C(=O)O,2,-10,0,7,-1,-26,-6,-6,.
CC1CN(Cc2nc3c(c(=O)n(C)c(=O)n3C)n2Cc2cccc(Cl)c2)CC(C)O1 (configuration not stated),0,0,-1,15,11,-8,3,1,-4
Cc1cc(SCC(=O)NC(=O)NCc2ccco2)nc2ccccc12,7,4,30,0,1,6,-6,2,6
O=C(NCCS(=O)c1ccc(Cl)cc1)c1cccc(Cl)c1 (configuration not stated),-4,0,0,-20,28,5,-6,3,2
CC(C)C1C(C#N)=C(N)SC(N)=C1C#N,-1,13,2,0,1,-8,4,5,-8
O=C(Cn1nnc(-c2cccs2)n1)NCCc1ccccc1,-1,19,0,19,-6,-1,0,-4,6
Nc1nc2c3ccccc3nc(C3CC3)n2n1,-3,0,0,13,0,-3,-5,0,-4
Cc1cc(NS(=O)(=O)c2ccc(Nc3nc(-c4sc(N)nc4C)cs3)cc2)no1,5,-1,10,8,2,-3,2,7,3
Cc1cc2cc(CNC(=S)Nc3ccc(OC(F)(F)F)cc3)ccc2n1C,2,-6,-2,-16,-2,.,-6,-4,5
CN(Cc1ccccc1)C(=O)c1nc2ccccn2c1CN1CCc2sccc2C1,-4,-17,-2,-12,9,-14,-1,1,7
CCn1nc(CC(=O)O)c2ccccc2c1=O,-8,-12,0,-10,15,-88,0,1,3
C=CCn1c(C)cc(C(=O)COC(=O)/C=C/c2cccc(OC)c2)c1C,-1,-15,-2,-19,24,-13,-1,-2,11
COc1ccc2[nH]c(=O)c(CN(Cc3ccccc3)C(=S)NCC3CCCO3)cc2c1 (configuration not stated),2,-7,21,8,18,-5,-2,-2,1
Cc1cc(N2CCCC(C(=O)Nc3cccc(Cl)c3)C2)n2ncnc2n1 (configuration not stated),-1,-20,0,-1,21,-6,-5,-1,1
Cc1cc(C)c[n+](-c2nc3ccccc3nc2[N-]S(=O)(=O)c2ccc(Cl)cc2)c1,-1,5,10,-9,4,-1,-1,21,2
Cc1ccc2nc(SCC(=O)Nc3cc(C(C)(C)C)nn3-c3ccccc3)[nH]c2c1,3,16,-1,16,3,-8,-3,-1,0
O=C(/C=C/c1cccs1)Nc1ccncc1,1,-5,-2,-12,6,-2,-3,6,1
COc1ccc(C(CNC(=O)Cn2[nH]c(=O)c3ccccc3c2=O)N2CCCC2)cc1 (configuration not stated),4,15,-1,5,1,-5,6,0,3
CC1CCCCN1C(=O)C1CC(c2ccc(F)cc2)=NO1 (configuration not stated),2,0,5,-1,1,-25,-6,-1,4
CC(C)CNC(=O)Nc1ccccc1F,2,-7,1,7,1,-8,-1,2,9
COc1cc(O)c2c(=O)c3c(OC)c(O)ccc3oc2c1,-1,9,-1,8,10,.,-1,4,2
O=C(NCC(=O)N(c1cccnc1)C(C(=O)NC1CCCC1)c1cccs1)c1cccs1 (configuration not stated),3,-9,.,0,19,-2,-11,.,1
Nc1nc2n(n1)C(c1ccccc1)CC(c1ccc(F)cc1)N2 (configuration not stated),-2,8,2,25,21,-15,-3,0,-2
Cc1cc(Cl)c(S(=O)(=O)N/N=C/c2ccc3c(c2)OCO3)c(Cl)c1,5,-5,-2,-22,-1,-8,0,-4,20*
CCOC(=O)c1ccc(N=C2SC(C(=O)NCCc3ccccc3)CC(=O)N2C)cc1 (configuration not stated),0,-12,0,6,-6,-18,-2,4,1
N#C/C(=C1/C(=O)Nc2ccc(Br)cc21)c1ccccn1,-2,12,-3,8,-7,7,-1,-1,4
CCC(=O)c1cc2c(cc1NC(=O)C(C)C)OCCO2,-3,-17,-4,3,1,-18,2,-4,-3

# Next section; the last 2 above are carried over.
SMILES,p97 inhibitor,NPY2 pot ag,Runt-CBFb FRET,NPY1 pot ag,Hck-Nef inh,Mdm2 ligase inh,RBBP9 inh,Runt-SMMHC FRET,NPY-Y1 antag
N#C/C(=C1/C(=O)Nc2ccc(Br)cc21)c1ccccn1,-2,12,-3,8,-7,7,-1,-1,4
CCC(=O)c1cc2c(cc1NC(=O)C(C)C)OCCO2,-3,-17,-4,3,1,-18,2,-4,-3
CCC(C)NC(=O)CSC1=Nc2ccccc2C2=NC(CC(=O)NCc3ccc(F)cc3)C(=O)N12 (configuration not stated),-1,-2,-2,-9,-1,-14,-10,3,0
CC(C(=O)NCc1ccco1)c1ccc([N+](=O)[O-])cc1 (configuration not stated),5,1,3,0,23,-7,-7,-3,3
CC(C)NC(=O)NC(=O)COC(=O)Cc1ccsc1,-1,-1,-1,18,0,-25,1,-2,0
Cc1ccc(C)c(Oc2nnnn2-c2ccccc2)c1,2,2,-1,-26,2,1,5,-1,6
CC(Sc1cnc2ccccc2n1)C(=O)O (configuration not stated),0,2,-1,-9,3,-12,-6,-2,16
O=C(NCc1ccncc1)c1ccc(Br)cc1,3,6,1,-3,1,1,-6,-4,7
C=C1c2cc(CC)ccc2NC(=O)N1c1ccc(C)cc1,3,6,1,9,2,-7,-6,-1,-5
COc1ccc(C2CC(c3ccccc3)=NN2C(=O)CN2N=NC3C(=O)N(c4cccc(F)c4)C(=O)C32)cc1 (configuration not stated),4,-18,-4,-26,1,-13,-11,-3,11
COC(=O)c1[nH]c2cc(OC)ccc2c1NC(=O)c1nonc1C,-1,9,-3,-13,-2,-16,-2,1,-2
CCCCCNC(=O)c1cc(S(=O)(=O)N2CCCCC2)ccc1F,2,10,0,2,-4,-1,-7,3,-2
O=C(CSC1c2ccccc2C(=O)N1c1ccccc1)N1CCOCC1 (configuration not stated),0,5,-4,24,-1,-12,-3,4,2
O=C(CCS(=O)(=O)c1cccs1)Nc1ccc(C(=O)NCc2ccc(F)cc2)cc1,2,6,1,-4,1,-16,5,1,3

# 3 entries out of the list above, arranged by the value under p97 inhibitor, rising.
SMILES	p97 inhibitor
CN(Cc1ccccc1)C(=O)c1nc2ccccn2c1CN1CCc2sccc2C1	-4
COC(=O)C1=CNC=C(C(=O)OC)C1c1ccc(C(=O)OC)cc1	-3
Cc1cc(N2CCCC(C(=O)Nc3cccc(Cl)c3)C2)n2ncnc2n1 (configuration not stated)	-1

# Carrying on.
SMILES,p97 inhibitor,NPY2 pot ag,Runt-CBFb FRET,NPY1 pot ag,Hck-Nef inh,Mdm2 ligase inh,RBBP9 inh,Runt-SMMHC FRET,NPY-Y1 antag
Nc1nnn(Cc2ccccc2)n1,1,9,-2,-4,1,-12,4,-1,5
CSC1=NS(=O)(=O)c2c(C)nn(C)c2S1,4,18,34,23,5,-14,3,7,.
O=C(CC1SCCNC1=O)Nc1ccccc1Cl (configuration not stated),5,1,0,4,15,-16,-1,-3,1
CCNC(=O)/N=C1/NC(=O)C(C(C)C)O1 (configuration not stated),7,7,0,11,2,6,-3,-1,-3
C#CCOCCOCCOCCNc1nc(N2CCN(C(=O)[C@H](CCCCN)n3cc([C@@H](N)CC(C)C)nn3)CC2)nc(N2CCN(C(=O)[C@H](Cc3cc4ccccc4[nH]3)n3cc([C@@H](N)Cc4ccc(O)cc4)nn3)CC2)n1,21*,-7,4,8,-2,.,-3,-1,4
O=C(CCC(=O)NC1CCCCCC1)Nc1nnc(C(F)(F)F)s1,-6,5,-2,-2,0,-2,-8,2,3
COc1ccc(C)cc1NC(=O)c1ccccc1NS(=O)(=O)c1ccc(Cl)s1,-3,58*,-1,-2,4,-16,-7,-7,7
O=C(Nc1ccc2nc(C3CC3)n(Cc3ccc(F)cc3)c(=O)c2c1)c1ccco1,-4,-5,-3,-18,0,-14,-10,-1,1
CC(C)CC(=O)Nc1nc2ccc(S(=O)(=O)N3CCOCC3)cc2s1,3,-13,-1,10,-1,-8,3,-4,0
COC(=O)c1sccc1NC(=O)CN(C)NS(=O)(=O)c1ccc(F)cc1,-4,-8,-1,12,0,-5,-7,-2,0
Cc1cccc(C(C)C)c1-n1nnnc1-c1ccccc1,5,-4,-2,2,1,-2,-3,0,3
CN(C)c1nc(OCCNC(=O)Nc2ccccc2)nc(N(C)C)n1,-7,-7,-2,-19,0,-14,-9,5,-3
COc1cc(/C=C/C(=O)c2ccc(O)cc2)ccc1OCC#N,3,8,-3,20,19,9,-3,-6,3
COc1ccccc1N1CCN(C(c2ccccc2)c2nnnn2CCc2ccccc2)CC1 (configuration not stated),-5,-12,1,-8,-8,-4,-6,0,1
Cc1noc(C)c1CSc1nnc(-c2ccncc2)n1-c1cccc(Cl)c1C,-5,2,-2,-2,-8,13,-8,-1,-2
CC(=O)c1c(C)nc2ccc(C)cc2c1-c1ccccc1,1,7,0,-13,10,-7,-4,0,0
CCCCCCCCC/C(=N\O)c1ccccn1,-6,2,0,6,-1,-18,-11,0,10
Cc1nc([N+](=O)[O-])c(C(=O)OCc2ccccc2C#N)n1C,5,1,2,-3,20,-3,-6,1,3
COc1ccc(CCNC(=O)Cn2nc(C(=O)O)c3ccccc3c2=O)cc1OC,5,-14,-1,0,-6,-12,-5,-3,3
